GSTO1 counter: counter-screen for RBBP9 inhibitors: inhibitors of human GSTO1 | recombinant GSTO1, activity-based probe fluorescence polarization | inhibition, % at 5.96 µM | hit rate 1.1% among 300,000 | AID 1974;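 active = inhibition above the campaign mean inhibition plus 3 SD, cut at about 35% in these data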;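 also: 0% = GSTO1-1 with DMSO and 100% = wells lacking GSTO1-1 enzyme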
PAFAH1B3 inh: blocks human PAF acetylhydrolase 1B catalytic subunit 3 | AID 492972 | recombinant PAFAH1B3, FP-rhodamine probe, fluorescence polarization | Q15102 | inhibition, % at 3.39 µM | hit rate 0.28% among 340,000;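 active = inhibition above the screen-wide average of all tested compounds plus 3 SD, cut at about 25% in these data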;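 also: 0% = enzyme with DMSO only and 100% = wells lacking PAFAH1B3 protein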
LYPLA2 counter: LYPLA2 (human) inhibition in PME1 counter-screen; hit rate 0.38% among 320,000; inhibition, % at 5.9 µM; AID 2177; O95372; recombinant LYPLA2, FP-Rh probe fluorescence polarization;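 active = inhibition above the screen-wide mean plus 3 SD, limit set per campaign, cut at about 26% in these data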;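 also: 0% = LYPLA2 with DMSO and 100% = wells lacking LYPLA2 enzyme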
PAFAH1B2 inh: blocks human PAF acetylhydrolase 1b catalytic subunit 2; P68402; recombinant PAFAH1B2, FP-rhodamine activity probe, fluorescence polarization; inhibition, % at 3.39 µM; hit rate 1.2% among 340,000; AID 492953;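 active = inhibition above the mean of all tested compounds plus 3 SD, cut at about 24% in these data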;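 also: 0% = enzyme with DMSO and 100% = wells lacking PAFAH1B2; many of its hits are not listed in these tables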
Target sequence (P68402 whole entry, looked up): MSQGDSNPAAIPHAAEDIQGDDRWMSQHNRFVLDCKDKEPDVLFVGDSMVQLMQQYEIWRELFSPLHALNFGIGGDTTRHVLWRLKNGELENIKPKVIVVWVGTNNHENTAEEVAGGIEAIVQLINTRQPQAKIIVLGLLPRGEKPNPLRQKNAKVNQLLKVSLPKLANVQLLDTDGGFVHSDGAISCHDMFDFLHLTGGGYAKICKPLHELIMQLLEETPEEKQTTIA
PAFAH2 FP inh: inhibitors of human PAFAH2. Q99487. recombinant PAFAH2, FP-rhodamine activity probe, fluorescence polarization. inhibition, % at 3.39 µM. hit rate 0.99% among 340,000. AID 492956;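 active = inhibition above the mean over all tested compounds plus 3 SD, cut at about 30% in these data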;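 also: inhibitors block probe labeling of enzyme so polarization drops; 0% = enzyme with DMSO and 100% = wells lacking PAFAH2 protein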
pPAFAH inh: pPAFAH (human) enzyme inhibition | Q13093 | recombinant pPAFAH, FP-rhodamine probe fluorescence polarization | inhibition, % at 3.39 µM | hit rate 1.5% among 330,000 | AID 463082;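 active = inhibition above the mean inhibition across the screen plus 3 SD, cut at about 25% in these data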;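 also: inhibitors block binding of the rhodamine activity-based probe so polarization drops; 0% = enzyme with DMSO and 100% = wells lacking pPAFAH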
Target sequence (Q13093 whole entry, looked up): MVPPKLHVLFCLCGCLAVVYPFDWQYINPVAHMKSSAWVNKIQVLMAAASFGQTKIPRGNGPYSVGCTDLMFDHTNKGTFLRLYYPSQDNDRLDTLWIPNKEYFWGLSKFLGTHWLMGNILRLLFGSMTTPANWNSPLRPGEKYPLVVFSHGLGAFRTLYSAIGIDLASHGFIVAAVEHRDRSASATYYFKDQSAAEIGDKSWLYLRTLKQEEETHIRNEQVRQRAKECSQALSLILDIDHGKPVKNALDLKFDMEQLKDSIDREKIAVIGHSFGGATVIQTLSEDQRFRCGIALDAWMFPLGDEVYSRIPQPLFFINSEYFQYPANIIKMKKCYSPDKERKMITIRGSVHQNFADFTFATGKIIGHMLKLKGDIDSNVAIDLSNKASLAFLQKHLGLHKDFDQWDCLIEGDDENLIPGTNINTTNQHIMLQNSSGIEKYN
LYPLA1 inh: LYPLA1 (human) inhibition in PME1 counter-screen; O75608; recombinant LYPLA1, FP-Rh probe fluorescence polarization; inhibition, % at 5.9 µM; hit rate 0.16% among 320,000; AID 2174;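 active = inhibition above the mean of all tested compounds plus 3 SD, set per campaign, cut at about 14% in these data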;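 also: inhibitors block serine hydrolase probe labeling of LYPLA1 so polarization falls; 0% = enzyme with DMSO and 100% = wells lacking LYPLA1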
Target sequence (O75608 whole entry, looked up): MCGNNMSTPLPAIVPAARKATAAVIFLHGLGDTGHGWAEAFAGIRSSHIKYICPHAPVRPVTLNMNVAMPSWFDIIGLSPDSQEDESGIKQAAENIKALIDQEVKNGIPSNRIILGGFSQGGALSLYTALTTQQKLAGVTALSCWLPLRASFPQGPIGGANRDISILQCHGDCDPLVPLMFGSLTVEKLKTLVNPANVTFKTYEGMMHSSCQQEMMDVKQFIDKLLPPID
PAD4 inh: PAD4 (human) enzyme inhibition; Q9UM07; recombinant PAD4, RCA probe fluorescence polarization; inhibition, % at 6.36 µM; hit rate 0.41% among 330,000; AID 485272;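 active = percent inhibition above a cutoff equal to the mean of all tested compounds plus 3 SD, cut at about 15% in these data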;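 also: 0% = PAD4 with RCA probe and DMSO and 100% = probe without PAD4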
PREPL inhibitor: inhibitors of human prolyl oligopeptidase-like enzyme PREPL; inhibition, % at 5.96 µM; hit rate 0.68% among 320,000; Q4J6C6; recombinant PREPL, fluorescence polarization activity-based probe; in the data active = inhibition above about 43%;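 also: 0% = enzyme with DMSO and 100% = wells lacking enzyme; many of its hits are not listed in these tables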
* hit, by the source's call; / = not tested or not shown.

The first 7 entries, to show the layout:
cpd	molecule	PAFAH1B3 inh	PAFAH2 FP inh	PAFAH1B2 inh	LYPLA1 inh	PREPL inhibitor	PAD4 inh	pPAFAH inh	GSTO1 counter	LYPLA2 counter
1	O=C(OCn1nnc2ccccc2c1=O)c1cccnc1Cl	5	-3	4	-3	6	1	4	-3	3
2	CCCCN1CCCCC1C(=O)Nc1c(C)cc(C)cc1C (centres undefined)	6	2	-1	5	16	-2	0	2	2
3	COc1ccc(C(=O)N2CCN(c3ncccn3)CC2)cc1	10	0	1	0	8	-1	-5	7	0
4	Cc1ccc(NS(=O)(=O)c2ccccc2)c2c1CC(C)(C)O2	-3	1	2	1	3	-3	29*	4	3
5	COc1ccc(-n2nc(C(=O)NCC(=O)NCCCN3CCOCC3)c3ccccc3c2=O)cc1OC	13	-5	1	0	9	3	2	10	3
6	O=C(COC(=O)c1ccco1)NCc1ccccc1Cl	1	58*	3	0	4	-2	-5	1	-3
7	O=C(CCCN=C1NS(=O)(=O)c2ccccc21)OCc1ccc(F)cc1	4	7	3	0	13	-6	-6	2	-4

The whole of this part, from the start:
cpd	molecule	PAFAH1B3 inh	PAFAH2 FP inh	PAFAH1B2 inh	LYPLA1 inh	PREPL inhibitor	PAD4 inh	pPAFAH inh	GSTO1 counter	LYPLA2 counter
1	O=C(OCn1nnc2ccccc2c1=O)c1cccnc1Cl	5	-3	4	-3	6	1	4	-3	3
2	CCCCN1CCCCC1C(=O)Nc1c(C)cc(C)cc1C (centres undefined)	6	2	-1	5	16	-2	0	2	2
3	COc1ccc(C(=O)N2CCN(c3ncccn3)CC2)cc1	10	0	1	0	8	-1	-5	7	0
4	Cc1ccc(NS(=O)(=O)c2ccccc2)c2c1CC(C)(C)O2	-3	1	2	1	3	-3	29*	4	3
5	COc1ccc(-n2nc(C(=O)NCC(=O)NCCCN3CCOCC3)c3ccccc3c2=O)cc1OC	13	-5	1	0	9	3	2	10	3
6	O=C(COC(=O)c1ccco1)NCc1ccccc1Cl	1	58*	3	0	4	-2	-5	1	-3
7	O=C(CCCN=C1NS(=O)(=O)c2ccccc21)OCc1ccc(F)cc1	4	7	3	0	13	-6	-6	2	-4
8	COc1ccc(N2CCN(c3c(S(=O)(=O)c4ccccc4)cnc4ccc(OC)cc34)CC2)cc1	7	6	8	-1	16	-2	7	1	3
9	CCCSc1ccc([C@H]2N[C@@](C)(C(=O)OC)[C@H]3C(=O)N(CC)C(=O)[C@@H]23)cc1	-1	-6	4	/	3	-3	0	/	/
10	COc1ccc(NS(=O)(=O)c2cc(NC(=O)c3ccc(F)cc3)ccc2OC)cc1	5	6	2	-5	-4	0	3	-8	-11
11	COc1cccc(CNC(=O)C2CCN(S(=O)(=O)N3CCC(C)CC3)CC2)c1	8	5	2	2	0	-4	3	-4	12
12	CCn1c(SCC(=O)n2nc(C)cc2C)nnc1-c1ccc2c(c1)OCO2	3	-2	4	-4	2	-5	3	-1	-4
13	O=C(CSc1nncc2ccccc12)Nc1ccc(F)cc1	9	1	3	-4	0	6	5	-2	-2
14	Cc1cc(Br)ccc1NC(=O)c1sc2ncn(CC(=O)N3CCN(c4ccccn4)CC3)c(=O)c2c1C	1	-1	2	-4	4	-2	1	-1	1
15	COc1ccc(Nc2nc(N)nc(CN3CCN(c4ccccn4)CC3)n2)cc1	12	3	8	0	15	-3	7	5	0
16	CC1(C)CC(=O)C=C(c2ccc3[nH]ccc3c2)C1	13	-6	5	1	-2	-1	6	-6	1
17	O=C(c1cc(S(=O)(=O)N2CCOCC2)ccc1F)N1CCc2ccccc21	3	5	4	/	17	-2	5	/	/
18	COc1ccc(Cl)cc1NC(=O)CN(C)C(=O)c1cc2c(F)cccc2s1	-2	-4	4	-7	-7	-3	2	/	-3
19	Cc1ccnc(NC(=O)CCc2c[nH]c3ccccc23)c1	-8	4	1	4	0	3	3	5	8
20	Cc1cc(C)c(CN2CCCC(CNC(=O)c3ccc(F)cc3)C2)c(-n2cccn2)c1 (centres undefined)	-5	-2	-4	1	5	-9	3	5	1
21	CC(NC(=O)NCc1cccnc1)(C(F)(F)F)C(F)(F)F	12	11	2	5	-3	1	-1	7	0
22	CC(C)(CC(=O)O)CC(=O)NCc1c(Cl)cccc1Oc1ccccc1	3	0	7	2	-7	4	3	5	-1
23	Nc1cccc2cc(-c3ccccc3)oc12	0	-2	6	-2	35	7	9	/	0
24	O=C(c1ccc2nc[nH]c2c1)N1CCN(S(=O)(=O)c2cccc(F)c2)CC1	5	-6	0	1	4	-3	7	2	0
25	COC(=O)COc1ccc(C2NC(=O)NC(C)=C2C(=O)NCc2ccccc2)cc1OC (centres undefined)	5	3	2	6	10	4	-2	6	8
26	CC12CCC(=O)N1C(C(=O)Nc1nc3ccc(Cl)cc3s1)CS2 (centres undefined)	2	3	5	-3	-12	1	1	3	-3
27	CCN(c1ccccc1)S(=O)(=O)c1cc(OC)ccc1OC	5	2	11	-1	1	2	0	2	3
28	CCOc1ccccc1OCCn1nc2ccccc2n1	5	4	-1	0	-3	-2	4	-3	-6
29	CC1(C)CC(=O)C(CC2=C(O)CC(C)(C)CC2=O)C(=O)C1	3	3	-1	-1	2	-4	5	-1	-2
30	COc1ccccc1OCCCn1cc(C#N)c2ccccc21	-1	-3	1	-2	-4	0	-2	-2	1

The last six records of the part before come first, to join the parts.
cpd	molecule	PAFAH1B3 inh	PAFAH2 FP inh	PAFAH1B2 inh	LYPLA1 inh	PREPL inhibitor	PAD4 inh	pPAFAH inh	GSTO1 counter	LYPLA2 counter
25	COC(=O)COc1ccc(C2NC(=O)NC(C)=C2C(=O)NCc2ccccc2)cc1OC (centres undefined)	5	3	2	6	10	4	-2	6	8
26	CC12CCC(=O)N1C(C(=O)Nc1nc3ccc(Cl)cc3s1)CS2 (centres undefined)	2	3	5	-3	-12	1	1	3	-3
27	CCN(c1ccccc1)S(=O)(=O)c1cc(OC)ccc1OC	5	2	11	-1	1	2	0	2	3
28	CCOc1ccccc1OCCn1nc2ccccc2n1	5	4	-1	0	-3	-2	4	-3	-6
29	CC1(C)CC(=O)C(CC2=C(O)CC(C)(C)CC2=O)C(=O)C1	3	3	-1	-1	2	-4	5	-1	-2
30	COc1ccccc1OCCCn1cc(C#N)c2ccccc21	-1	-3	1	-2	-4	0	-2	-2	1
31	O=C(NCc1ccccc1)c1onc(CSc2ccc(F)cc2)c1C(=O)NCc1ccccc1	9	-13	-7	-16	-7	2	-2	-2	-35
32	CCOC(=O)CNC(=S)NN(C)C	2	4	9	0	-2	-3	0	7	4
33	CCN(CC)c1ccc(/C=N/Nc2cccc(C)c2)c(O)c1	5	9	0	-5	5	-3	21	16	7
34	COc1ccc(-c2cc(C(=O)N/N=C(\C)c3ccco3)c3ccccc3n2)c(OC)c1	-4	-5	-1	-3	5	0	2	-3	-17
35	CCSc1nc2cc(OC)c(OC)cc2c(=O)n1CC	-1	-4	1	4	-1	5	7	-1	7
36	CC1Cc2ccccc2N1C(=O)C1CCN(S(=O)(=O)c2cccs2)CC1 (centres undefined)	4	3	5	1	23	-6	2	4	-4
37	C=COC(=O)CSc1nc(-c2cccs2)ccc1C#N	14	-5	1	-1	6	-2	8	-4	-6
38	O=C(CCN1C(=O)c2ccccc2C1=O)C1=NN[C@@H]2C(=O)N(c3ccc4c(c3)OCO4)C(=O)[C@H]12	/	/	/	-2	-7	-1	1	0	-1
39	CC1C/C(=N\NC(=O)c2ccc([N+](=O)[O-])cc2)CC(C)(C)C1 (centres undefined)	-2	6	1	3	12	1	8	-2	2
40	COc1ccc(Cl)cc1C(=O)NC(=S)Nc1nc(C)cc(C)n1	5	-1	-3	3	3	0	5	2	4
41	O=C(O)/C(=C/c1ccco1)c1ccccc1	/	/	/	-1	-2	-4	-2	1	-5
42	C=CCn1c(SCC(=O)N(C)c2c(N)n(Cc3ccccc3)c(=O)[nH]c2=O)nnc1-c1ccccc1OC	5	-3	1	4	-2	-1	-1	1	5
43	COc1ccc(/C=N/Nc2nc(Nc3ccccc3)nc(N3CCCC3)n2)cc1[N+](=O)[O-]	-6	3	1	1	-5	-4	3	-3	-3
44	Cc1ccc(-n2c(SCC(=O)NNC(=S)Nc3ccccc3)nc3ccccc3c2=O)cc1	10	11	10	-1	5	-3	2	0	8
45	CCSc1ccccc1C(=O)NCc1cccnc1	1	3	-1	-1	11	1	-2	9	-5
46	Cc1sc(NC(=O)CSc2nc(N)n(CC(=O)c3ccccc3)n2)c(C#N)c1C	-4	4	2	-1	3	0	-1	0	-1
47	CN(C)S(=O)(=O)c1cc(NC(=O)COC(=O)Cc2cccc3ccccc23)ccc1Cl	-7	18	-7	-26	-2	3	2	-6	-58
48	Cc1cc(=O)oc2cc(OC(C)C(=O)N3CCOCC3)ccc12 (centres undefined)	-2	-4	1	2	-1	-1	1	4	15
49	Cc1ccc2nc(-c3cccnc3)c(Nc3ccccc3C)n2c1	3	7	-2	3	3	-6	-4	-11	-3
50	CCOC(=O)c1c(NCc2ccccc2)n[nH]c1C	-4	4	3	-3	5	0	3	8	2
51	O=C(O)C(Cc1c[nH]c2ccccc12)N1CCS(=O)(=O)CC1 (centres undefined)	6	8	7	0	5	-2	6	3	1
52	O=C(O)c1cccc(S(=O)(=O)N2CCOCC2)c1	-2	2	4	0	9	-5	4	2	5
53	O=C(Cn1ncc2c3ccccc3n(Cc3ccccc3F)c2c1=O)NCC1CCCO1 (centres undefined)	8	3	2	-7	-7	-3	1	-5	7
54	CC(C)c1nc(-c2ccccc2)c(-c2ccccc2)[nH]1	3	0	0	-4	-1	0	4	1	-4
55	O=C(CSc1ccc2nnc(-c3ccccc3)n2n1)N1CCCc2ccccc21	10	14	14	1	-2	1	1	2	0
56	COC(=O)CN1C(=O)C(O)(CC(=O)c2ccc(Cl)cc2)c2ccccc21 (centres undefined)	4	-3	11	-1	2	1	-6	15	-2
57	COCCCn1c(=S)[nH]c2ncccc2c1=O	1	4	1	3	-2	-2	4	6	8
58	CCc1ccc(N/C(SCc2cccc(F)c2)=C(/C#N)C(=O)NCc2ccco2)cc1	-9	1	-7	-2	-3	-1	10	16	-3
59	Cc1ccc(C(=O)NC(=S)NCc2cccnc2)cc1C	8	-3	2	-3	-18	-5	0	5	1
60	CCOC(=O)N1CCN(C(=O)CSc2ccc(-c3ccccc3OC)nn2)CC1	0	8	2	5	-22	-1	3	2	11
61	O=C(CSc1nnc(-c2ccncc2)s1)Nc1ccc(Cl)c(C(=O)O)c1	9	7	4	-2	-8	1	4	3	-6
62	COc1ccc(C(=O)NCc2ccc(-c3nc4ccccc4s3)cc2)cc1OC	5	-3	0	-6	11	0	1	-1	-3
63	Cn1nnc2cc(C(=O)N3CCSCC3)ccc21	0	0	-2	2	3	4	-4	4	7
64	O=C(Nc1cccc(Cl)c1)OCc1cn(-c2ccc(Cl)cc2)nn1	-2	-8	1	-2	-23	-1	2	-4	-3

Screening results: PubChem BioAssay, The Scripps Research Institute Molecular Screening Center

These rows are one share of the data; the hit share may differ from the screen's.
